Screens: PubChem, several laboratories
PMI act: increases human mannose-6-phosphate isomerase activity; P34949; purified human PMI, coupled resazurin fluorescence, 20 min; stronger effect = higher value; 1 = vehicle control, 0 substrate-free wells; activation factor at 20 µM; hit rate 0.005% among 190,000;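 active = activation factor of 2 or more at 20 µM, relative to plate controls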
Diaphorase inh: inhibits diaphorase or chemically oxidizes, flagging diaphorase assay artifacts; inhibition, % at 20 µM; diaphorase resazurin-to-resorufin fluorescence, NADH, 16 min; bacterial (C. kluyveri) enzyme, not human; hit rate 0.69% among 190,000;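 active = primary screen inhibition at 20 µM above a set limit, cut at about 50% in these data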;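 note: plate controls were DMSO with full reaction for no effect and wells lacking NADH for full effect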
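Benchmarks: positive control wells lacking NADH, neutral wells with DMSO only. System: bacterial diaphorase enzyme (C. kluyveri). Input: 0.14 U/mL diaphorase, enzyme working solution. Detection: resorufin fluorescence, excitation 544 nm, emission 590 nm. Times: 16-min room-temperature incubation before reading.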
L major viab: reduces viability of Leishmania major promastigotes | hit rate 9% among 200,000 | inhibition, % at 10 µM | resazurin fluorescence viability;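 note: promastigotes grown with compound for 44 hours at 28 °C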
G6PDH counter: counter-screen for G6PDH assay hits: L. mesenteroides G6PDH inhibition | Purified L. mesenteroides G6PDH, diaphorase/resazurin coupled fluorescence, 45 min | inhibition, % at 5 µM | hit rate 0.12% among 200,000 | AID 1020
PMI act satM6P: activators of human phosphomannose isomerase at near-saturating mannose 6-phosphate | coupled PMI enzyme assay, resazurin fluorescence, 20 min; stronger effect = higher value; 1 = untreated enzyme, 0 = substrate-free blank | activation factor at 20 µM | hit rate 0.34% among 190,000;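 active = activation factor of 2 or more at 20 µM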
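Material: human phosphomannose isomerase with PGI, G6PDH, diaphorase coupling enzymes / Reagent: Man-6-P substrate 1.0 mM / Dosing: single compound dose of 20 µM, 1% DMSO final / Incubation: enzyme reaction with compound 20 min at room temperature / Signal: resorufin fluorescence (Ex 544/Em 590 nm) from resazurin via diaphorase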
DTT redox prof: compounds producing H2O2 with reducing agent – biochemical, NIH compound library profiling, artefact control for MLSCN library redox annotation, primary screen; DTT-dependent redox cycling H2O2, phenol red/HRP absorbance; 100% = 100 µM peroxide control, 0% = buffer; activation, % at 10 µM; AID 878; hit rate 0.03% among 200,000;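 active = activation of at least 50% relative to the plate's high and low controls in the primary single-dose screen; inactive = activation below 50%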;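 note: compound incubated with DTT at 0.8 mM final as the reducing agent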
Hsp70 act: Hsp70 transcriptional activation, primary screen; HeLa Hsp70 promoter luciferase reporter, luminescence; scaled: vehicle 0, proteasome-inhibitor control 100%; activation, % at 10 µM; hit rate 0.04% among 200,000;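 active = activation above the mean across all tested compounds plus 3 SD, cutoff set per campaign, cut at about 5.5% in these data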;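 note: 100% = MG132 at 30 µM as the positive control and 0% = DMSO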
S1P3 antagonist: blocks the human S1P3 receptor; Q99500; CHO S1P3 NFAT-BLA reporter, FRET fluorescence, antagonist mode; inhibition, % at 4.98 µM; hit rate 0.27% among 170,000; AID 485;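 active = inhibition above the plate cutoff, the mean inhibition of test wells on that plate plus 3 SD, cut at about 28% in these data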;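 note: cells challenged with S1P at its EC80 of 0.8 µM; blue over green emission ratio from cleaved BLA substrate after 4 h stimulation; 0% = S1P-stimulated wells and 100% = unstimulated DMSO-only wells; some compounds past the cut are filed as inactive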
TLR4-MyD88 BLA: TLR4-MyD88 interaction inhibition in cells; hit rate 0.18% among 200,000; AID 861; inhibition, % at 8.4 µM; HeLa CL3-4 TLR4/MyD88 BLA complementation, FRET ratio; in the data active = inhibition above about 25%;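 note: 0% = vehicle and 100% = reference inhibitor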
Target sequence (O00206 whole entry, looked up): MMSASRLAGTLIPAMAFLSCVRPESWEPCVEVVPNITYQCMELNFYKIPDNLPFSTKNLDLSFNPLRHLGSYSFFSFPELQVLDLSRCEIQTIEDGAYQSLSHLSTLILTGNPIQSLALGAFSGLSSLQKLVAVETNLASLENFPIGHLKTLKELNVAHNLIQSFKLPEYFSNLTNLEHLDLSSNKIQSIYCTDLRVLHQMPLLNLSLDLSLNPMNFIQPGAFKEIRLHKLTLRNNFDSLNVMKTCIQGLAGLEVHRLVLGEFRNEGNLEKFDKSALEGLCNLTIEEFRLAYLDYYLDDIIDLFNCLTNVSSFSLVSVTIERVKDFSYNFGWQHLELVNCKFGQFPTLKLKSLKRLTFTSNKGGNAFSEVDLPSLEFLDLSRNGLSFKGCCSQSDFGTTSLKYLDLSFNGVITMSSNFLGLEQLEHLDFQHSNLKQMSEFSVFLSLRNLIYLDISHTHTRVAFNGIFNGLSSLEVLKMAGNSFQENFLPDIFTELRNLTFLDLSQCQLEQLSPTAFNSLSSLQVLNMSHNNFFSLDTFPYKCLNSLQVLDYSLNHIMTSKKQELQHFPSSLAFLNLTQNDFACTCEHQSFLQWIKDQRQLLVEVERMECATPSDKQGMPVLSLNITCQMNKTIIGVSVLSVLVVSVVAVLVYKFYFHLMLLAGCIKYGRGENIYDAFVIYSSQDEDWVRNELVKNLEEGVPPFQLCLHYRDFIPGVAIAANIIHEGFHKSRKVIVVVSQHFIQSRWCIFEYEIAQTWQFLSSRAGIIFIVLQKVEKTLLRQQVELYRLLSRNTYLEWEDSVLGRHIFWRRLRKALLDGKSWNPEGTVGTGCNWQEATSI
Target sequence (Q99836 whole entry, looked up): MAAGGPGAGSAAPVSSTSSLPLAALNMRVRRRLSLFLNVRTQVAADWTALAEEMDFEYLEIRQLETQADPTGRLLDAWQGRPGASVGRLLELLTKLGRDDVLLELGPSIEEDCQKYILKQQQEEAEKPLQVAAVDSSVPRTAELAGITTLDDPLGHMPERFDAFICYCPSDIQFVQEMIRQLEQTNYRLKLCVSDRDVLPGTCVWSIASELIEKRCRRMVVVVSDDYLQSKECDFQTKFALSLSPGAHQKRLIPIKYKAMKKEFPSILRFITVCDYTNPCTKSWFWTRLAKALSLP
RAM inhibit: blocks the yeast RAM network; inhibition, % at 50 µM; S. cerevisiae dse1pr::URA3 reporter, 5-FOA growth OD615, 2 d; analog-sensitive cbk1-as2 kinase mutant strain; hit rate 1.8% among 190,000; AID 868;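 active = inhibition above a set limit, 3 SD over mean compound inhibition, cut at about 8.4% in these data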;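 note: 0% = DMSO-only wells with no growth and 100% = 10 µM 1-NA-PP1 full growth; inhibition rescues growth on 5-FOA so higher OD means more RAM inhibition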
Diaphorase act: counter-screen for diaphorase-based assays: diaphorase activators and chemical reducers; AID 1229; hit rate 0.005% among 190,000; activation factor at 20 µM; Diaphorase/resazurin coupled assay, resorufin fluorescence, 16 min; stronger effect = higher value; 1 = vehicle wells, 0 = NADH-free wells;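 active = diaphorase activity raised at least twofold by the compound at 20 µM; inactive = activation factor below 2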
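System – purified diaphorase enzyme from Clostridium kluyveri · Input – enzyme 0.07 U/mL final · Also added – final NADH 0.114 mM, resazurin 0.1 mM · Measured by – fluorescence of resorufin, 544 nm excitation, 590 nm emission · Timing – 16 min enzyme reaction, ambient temperature · Measure – resorufin increase flagging diaphorase activators or reducers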
Starred values were filed as active, the others as inactive; x = not tested or not shown. Cut-off read from the data, not from the text of the source, unless noted: active = inhibition above about 50%; inactive = the rest.

no.	Molecule	PMI act	S1P3 antagonist	Diaphorase inh	RAM inhibit	TLR4-MyD88 BLA	PMI act satM6P
1	CC(=O)Nc1ccc(NC(=O)CSc2nnc(-c3ccco3)o2)cc1	1	-19.8	9.9	3.8	-11.2	1
2	COc1cc2c(cc1OC)CN(CCC(=O)c1ccc(Br)cc1)CC2	0.6	-1.8	6.0	0.2	8.7	0.6
3	O=C(Oc1ccc2c(c1)OCO2)C12CC3CC(CC(C3)C1)C2	0.9	17.1	6.9	0.6	-12.8	0.9
4	COc1ccccc1NC(=O)CSCC(=O)N1c2ccccc2CCc2ccccc21	1	-0.8	-0.6	2.9	-18.9	1.1
5	COc1ccc(CCNC(=O)COc2nncc3ccccc23)cc1	1.1	-4.0	-1.2	-0.4	-12.7	1
6	COCCCNCCOCCOc1ccc(C)cc1[N+](=O)[O-]	0.9	x	7.2	4.3	0.5	1
7	Cn1c(=O)n(CCN2CCOCC2)c(=O)c2c1nc1n2CCCN1c1ccccc1	1.1	-72.2	1.2	x	x	1
8	CC(Nc1nc(N2CCN(CCO)CC2)nc2ccccc12)c1ccccc1 (stereo unspecified)	1	-15.1	-18.3	1.0	-8.5	1.1
9	Cc1ccc(C(=O)NCc2ccco2)cc1[N+](=O)[O-]	0.9	x	15.3	0.9	-6.8	0.9
10	CCOC(=O)Cc1nnc2c(Nc3ccccc3F)nc3nonc3n12	0.9	8.9	19.0	0.3	5.9	0.9

no.	G6PDH counter	DTT redox prof	Diaphorase act	Hsp70 act	L major viab
1	4.5	-0.4	0.9	-0.3	0.6
2	-4.1	-0.8	0.9	-0.2	60.9*
3	1.4	0.7	0.9	-0.3	-5.5
4	13.3	0.9	1	-0.2	2.8
5	3.8	8.5	1	-0.3	-10.9
6	8.6	2.4	0.9	-0.4	93.6*
7	0.2	x	1	x	x
8	6.7	-1.5	1.2	-0.2	16.7
9	-16.7	-6.7	0.8	-0.2	11.0
10	-15.3	-0.1	0.8	-0.1	-3.5

(continued)
no.	Molecule	PMI act	S1P3 antagonist	Diaphorase inh	RAM inhibit	TLR4-MyD88 BLA	PMI act satM6P
11	C[N+]1(CC(=O)OCCCC2CCCCC2)CCCC1	0.9	-3.2	5.9	0.8	8.2	0.9
12	CC1CC(=O)C2=C(C1)Nc1ccccc1N=C2 (stereo unspecified)	1	x	0.2	0.3	8.8	1
13	COc1ccc(NS(=O)(=O)c2cccc(C(=O)N/N=C(\C)c3ccncc3)c2)cc1	1	-7.2	6.2	-0.4	1.6	1.1
14	N#Cc1cc([N+](=O)[O-])cnc1N(CCO)CCO	0.9	-3.7	7.0	0.5	-2.2	0.8
15	COc1ccc(Oc2c(C)oc3cc(OC(=O)N4CCOCC4)ccc3c2=O)cc1	0.9	-24.6	6.8	1.5	-12.7	0.9
16	COc1ccccc1NCCC(=O)OCC(=O)NC1CCCC(C)C1C (stereo unspecified)	0.9	-14.0	14.3	-0.3	1.2	0.8
17	COc1ccc(C(=O)Oc2ccc(/C=N/NC(=O)c3ccccc3OC)cc2[N+](=O)[O-])cc1	1	-11.5	9.4	4.2	4.2	1
18	C/C(=N\Nc1ccc(Cl)c(C(=O)O)c1)c1cc2ccccc2o1	1.6	-1.1	-3.5	-1.7	-7.6	1.4
19	Cc1cc(C)n2nc3nc(N4CCCC4)nc(-c4ccccc4)c3c2n1	0.9	4.2	17.3	0.1	1.8	0.9
20	CCOCCCNC(=S)Nc1cc(OCC)c(NC(=O)c2ccco2)cc1OCC	0.9	-0.6	12.7	4.1	7.2	0.6

no.	G6PDH counter	DTT redox prof	Diaphorase act	Hsp70 act	L major viab
11	2.0	-1.7	0.9	-0.3	-0.5
12	4.5	0.1	1	-0.4	-0.7
13	8.8	x	0.9	-0.3	58.6*
14	19.1	0.1	0.9	-0.4	1.5
15	3.6	-1.8	0.9	-0.1	10.5
16	5.3	0.1	0.9	0.9	-6.0
17	-71.4	0.7	0.9	-0.2	-3.9
18	2.8	0.5	1	-0.2	-6.2
19	0.4	-1.6	0.8	-0.4	6.5
20	11.1	-0.1	0.9	-0.1	2.2

Record cards, as listed above. Order of screens: PMI act | S1P3 antagonist | Diaphorase inh | RAM inhibit | TLR4-MyD88 BLA | PMI act satM6P | G6PDH counter | DTT redox prof | Diaphorase act | Hsp70 act | L major viab
N#Cc1cc([N+](=O)[O-])cnc1N(CCO)CCO across the screens: 0.9 | -3.7 | 7.0 | 0.5 | -2.2 | 0.8 | 19.1 | 0.1 | 0.9 | -0.4 | 1.5
COc1ccc(Oc2c(C)oc3cc(OC(=O)N4CCOCC4)ccc3c2=O)cc1 across the screens: 0.9 | -24.6 | 6.8 | 1.5 | -12.7 | 0.9 | 3.6 | -1.8 | 0.9 | -0.1 | 10.5

The main list resumes, repeating the 5 entries before the break.
no.	Molecule	PMI act	S1P3 antagonist	Diaphorase inh	RAM inhibit	TLR4-MyD88 BLA	PMI act satM6P
16	COc1ccccc1NCCC(=O)OCC(=O)NC1CCCC(C)C1C (stereo unspecified)	0.9	-14.0	14.3	-0.3	1.2	0.8
17	COc1ccc(C(=O)Oc2ccc(/C=N/NC(=O)c3ccccc3OC)cc2[N+](=O)[O-])cc1	1	-11.5	9.4	4.2	4.2	1
18	C/C(=N\Nc1ccc(Cl)c(C(=O)O)c1)c1cc2ccccc2o1	1.6	-1.1	-3.5	-1.7	-7.6	1.4
19	Cc1cc(C)n2nc3nc(N4CCCC4)nc(-c4ccccc4)c3c2n1	0.9	4.2	17.3	0.1	1.8	0.9
20	CCOCCCNC(=S)Nc1cc(OCC)c(NC(=O)c2ccco2)cc1OCC	0.9	-0.6	12.7	4.1	7.2	0.6
21	CC(/C=C1\SC(=S)N(C(C(=O)O)C(C)C)C1=O)=C\c1ccccc1 (stereo unspecified)	1	-18.3	-8.0	18.5*	-16.0	1
22	COc1cc(Cn2cnnn2)ccc1O	1	-3.1	5.6	0.5	-5.2	1
23	Cc1ccc(NC(=O)CN(C)S(=O)(=O)c2cccc3nsnc23)cc1C	1	-2.4	-0.1	1.5	-0.2	1
24	O=C(NCCCN1CCOCC1)c1cc2ccccc2o1	0.9	x	10.0	-0.5	0.7	1
25	O=C(Nc1ccccc1)NC1CCN(Cc2nnnn2C2CCCCC2)CC1	0.9	1.7	12.8	-0.7	-1.8	0.9
26	Cc1ccccc1CSc1nnc(-c2cccnc2)n1N	0.9	-19.4	5.9	0.4	7.8	1
27	CCCCCn1c(=O)[nH]c2cc(C(=O)NCCCN3CCCCC3)ccc2c1=O	1.1	x	-11.2	0.0	-2.6	1.1
28	Cc1cc(N2C(=O)C(O)=C(C(=O)c3ccco3)C2c2cccnc2)no1 (stereo unspecified)	1	10.9	14.0	-0.3	2.5	1
29	COC(=O)c1cn(-c2nc(C)c3c(n2)CCC3)nn1	1	3.9	5.3	1.3	5.8	0.9
30	COc1ccc(N2C(=O)CC2(/C=C/c2ccccc2OC)C(=O)NC2CCCC2)cc1 (stereo unspecified)	0.9	x	19.9	4.4	3.8	0.9

no.	G6PDH counter	DTT redox prof	Diaphorase act	Hsp70 act	L major viab
16	5.3	0.1	0.9	0.9	-6.0
17	-71.4	0.7	0.9	-0.2	-3.9
18	2.8	0.5	1	-0.2	-6.2
19	0.4	-1.6	0.8	-0.4	6.5
20	11.1	-0.1	0.9	-0.1	2.2
21	11.9	-0.1	1.1	0.0	-8.4
22	-2.3	1.2	0.9	-0.2	-1.1
23	6.3	0.0	1	0.0	12.0
24	-5.4	0.0	0.9	-0.2	79.5*
25	0.6	2.1	0.9	-0.4	2.7
26	-0.2	2.4	0.9	0.4	2.6
27	1.6	0.8	1.1	-0.2	5.7
28	1.3	1.6	0.9	-0.3	-4.1
29	1.2	-0.1	0.9	-0.2	-20.3
30	-1.1	1.1	0.8	-0.1	33.9

Following part:
no.	Molecule	PMI act	S1P3 antagonist	Diaphorase inh	RAM inhibit	TLR4-MyD88 BLA	PMI act satM6P
31	O=C(Nc1nc2ccc(S(=O)(=O)N3CCCC3)cc2s1)C1CCCO1 (stereo unspecified)	1	-31.3	13.4	0.4	-7.0	1
32	CC1CN(c2cc3nccnc3cc2F)CC(C)O1 (stereo unspecified)	0.9	-1.6	9.0	1.1	1.5	0.9
33	S=C(NCCc1ccccc1)N1CCn2cccc2C1c1cccnc1 (stereo unspecified)	1	-20.2	5.4	1.4	2.7	0.9
34	CCCCNC(=O)C(=O)N/N=C/c1cccc(Br)c1	1.1	-12.4	2.3	1.4	12.7	1.1
35	CCCCOC(=O)CCCc1ccc([N+](=O)[O-])cc1[N+](=O)[O-]	0.9	10.6	13.7	-0.1	9.9	0.9
36	CC(C)CN1CCNC(=O)C1CC(=O)NCCCN1CCCc2ccccc21 (stereo unspecified)	1.3	-6.5	-11.5	0.7	3.3	0.9
37	CC1CCCCC1NC(=O)CSc1ccsc1[N+](=O)[O-] (stereo unspecified)	1	4.9	-2.0	1.3	4.1	0.9
38	COc1ccc(CCNC(=O)C(C(=O)c2ccccc2)n2cc(Cl)ccc2=O)cc1OC (stereo unspecified)	1	-10.8	9.3	-0.1	4.2	0.8
39	O=c1[nH]c(N2CCc3ccccc3C2)nc2c1CCCC2	x	-28.1	x	x	-14.6	x

no.	G6PDH counter	DTT redox prof	Diaphorase act	Hsp70 act	L major viab
31	12.8	1.3	0.9	0.5	2.5
32	8.6	0.6	0.9	0.3	-4.2
33	1.4	0.2	0.9	-0.4	94.9*
34	-5.8	-0.7	1	-0.2	46.0
35	8.2	-2.9	0.9	-0.3	0.5
36	9.7	0.2	1.1	-0.3	-2.6
37	2.8	0.2	1	-0.3	0.8
38	-13.0	0.5	0.9	-0.3	54.8*
39	x	2.0	x	-0.2	-1.8

Looked up above:
#32 in Hsp70 act shows 0.3
#36 in PMI act shows 1.3
#39 in TLR4-MyD88 BLA shows -14.6
